# Compound activity deposited in PubChem BioAssay by Broad Institute.
# U2OS ROS induce – ROS inducers in U2OS cancer cells, primary screen, cell-based, H2DCF-DA fluorescence; U2OS ROS induction; ROS induction (% of piperlongumine), % at 10 µM; 2% of 46,000 active; AID 624156, 2012; in the data active = ROS induction above about 79%, passing the limit was not always enough; inconclusive = no clear call, values can overlap the other calls;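 also: 0% = DMSO vehicle median and 100% = reference compound median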
# The depositor's hits bear a star; ? = inconclusive. This is a subset, so the mix of outcomes need not match the whole.
SMILES,U2OS ROS induce
Cc1noc(C)c1NC(=O)N(C)C[C@H]1Oc2ccc(NC(=O)Nc3ccc4c(c3)OCO4)cc2C(=O)N([C@@H](C)CO)C[C@H]1C,1
C[C@@H]1CN([C@H](C)CO)C(=O)c2cccc(NC(=O)CCCCCC(=O)Nc3ccccc3N)c2O[C@@H]1CN(C)C,17
C[C@@H]1CN([C@@H](C)CO)C(=O)c2cccc(NC(=O)CCCCCC(=O)Nc3ccccc3N)c2O[C@H]1CN(C)C(=O)Nc1ccc2c(c1)OCO2,18
COc1ccc(-c2nnc(SCc3ccc(OC)c([N+](=O)[O-])c3)n2-c2ccccc2)cc1,23
Clc1ccc(Sc2ccc(-c3ccccn3)s2)cc1,7
O=C(CSc1nc2sc3c(c2c(=O)[nH]1)CCC3)Nc1ccccc1C(F)(F)F,0
C[C@@H]1CCCCO[C@@H](CN(C)C(=O)Nc2ccc(F)cc2)[C@@H](C)CN([C@H](C)CO)C(=O)c2cc(NC(=O)Cc3ccccc3)ccc2O1,?
Cc1ccc(S(=O)(=O)Nc2ccc3c(c2)C(=O)N([C@@H](C)CO)C[C@@H](C)[C@@H](CN(C)S(C)(=O)=O)O3)cc1,-8
C[C@H]1CN([C@@H](C)CO)C(=O)c2cccc(NS(C)(=O)=O)c2O[C@@H]1CN(C)Cc1ccc(-c2ccccc2)cc1,98*
O=C(CCN1N=C(c2ccccc2)CCC1=O)Nc1cccc(C(F)(F)F)c1,-10
C[C@H](CO)N1C[C@H](C)[C@H](CN(C)S(=O)(=O)c2ccc(C#N)cc2)Oc2ncc(-c3ccc(F)cc3)cc2C1=O,45
CCOC(=O)c1ccc(NC(=O)CSc2nc3sc4c(c3c(=O)[nH]2)CCCC4)cc1,-8
C[C@@H]1CN([C@H](C)CO)C(=O)c2cc(NS(=O)(=O)c3cn(C)cn3)ccc2O[C@H]1CN(C)S(=O)(=O)c1cccs1,-10
CCOC(=O)C1=C(C)NC(=S)NC1c1cccc(O)c1 (stereo unspecified),9
C[C@@H]1CCCCO[C@@H](CN(C)C(=O)Nc2ccccc2)[C@@H](C)CN([C@H](C)CO)C(=O)c2cc(NC(=O)CCCN(C)C)ccc2O1,10
CCOC(=O)C(C)n1nc(C)c2sc3ccccc3c2c1=O (stereo unspecified),-5
CCc1nc(SCC(=O)N2CCCc3ccccc32)n[nH]1,-9
C[C@H]1CN([C@@H](C)CO)C(=O)c2cccc(N(C)C)c2O[C@@H]1CN(C)S(C)(=O)=O,-4
COc1cc(O)c(C(C)=O)c(CC(=O)O)c1,-13
COc1ccc2nc(SCC(=O)NC3CCCC3)[nH]c2c1,-22
C[C@@H]1CN([C@@H](C)CO)C(=O)CCCn2nncc2CO[C@@H]1CN(C)S(=O)(=O)c1cccc(C#N)c1,-10
CNC[C@H]1OCCCC[C@@H](C)Oc2ccc(NC(=O)c3ccncc3)cc2C(=O)N([C@H](C)CO)C[C@@H]1C,4
C=C(C(=O)O[C@H]1C/C=C(/C)C[C@H](O)[C@H]2[C@H](C)C(=O)O[C@@H]2/C=C\1C)[C@@H]1CCC(=C)[C@@H]2C[C@H](O[C@@H]3O[C@H](CO)[C@@H](O)[C@H](O)[C@H]3O)C(=C)[C@@H]2C1,6
CSc1ccccc1C(=O)NCCOc1ccccc1C,-10
N#CCCN1CCn2c3ccc(C4CCCCC4)cc3c3cccc1c32,18
C[C@@H]1CN([C@@H](C)CO)C(=O)c2cc(NS(=O)(=O)c3cccs3)ccc2O[C@H]1CN(C)S(=O)(=O)c1cccs1,-1
COc1ccccc1N1CCN(C2CCN(Cc3cc(OC)c(OC)c(OC)c3)CC2)CC1,-9
Cc1noc(C)c1S(=O)(=O)Nc1cccc2c1O[C@H](CN(C)Cc1ccc(C(F)(F)F)cc1)[C@H](C)CN([C@@H](C)CO)C2=O,-3
Cc1ccc(-c2nc3ccccc3o2)cc1NC(=O)COc1ccccc1C,-9
C[C@H]1CN([C@@H](C)CO)C(=O)c2cccc(NC(=O)Nc3cccc4ccccc34)c2O[C@@H]1CN(C)S(C)(=O)=O,2
C[C@@H]1CN([C@H](C)CO)C(=O)c2cc(NS(C)(=O)=O)ccc2O[C@H]1CN(C)C(=O)Nc1ccc2c(c1)OCO2,-11
C=C1CCC(C)C(C)(CCC2=CC(OC)OC2=O)C/C=C\C=C\1C(=O)O (stereo unspecified),-2
O=C(CCn1nc(-c2ccccc2)ccc1=O)N1CCOCC1,-9
Cc1cc(=O)[nH]c(SC(C)C(=O)Nc2cccc(Cl)c2)n1 (stereo unspecified),2
O=C(CSc1nc2ccccc2o1)OCC(=O)N1c2ccccc2Sc2ccccc21,-9
Cc1cc(OCC(=O)Nc2ccccc2CO)cc(C)c1Br,-1
O=C(/C=C/CCc1ccc2c(c1)OCO2)N1CCCCC1,-4
COc1cc(-c2cc(O)c(OC)c(OC)c2)cc(O)c1OC,3
CNC[C@@H]1OCc2cn(nn2)CCCC(=O)N([C@@H](C)CO)C[C@H]1C,-21
COc1cccc(S(=O)(=O)Nc2ccc(C(=O)Nc3ccc4c(c3)OCCO4)cc2)c1,-24
C[C@H](CO)N1C[C@H](C)[C@H](CN(C)Cc2ccc(Cl)c(Cl)c2)Oc2c(NS(=O)(=O)c3ccccc3)cccc2C1=O,48
O=c1cc(-c2ccccc2)nc(Cc2c(Cl)cccc2Cl)[nH]1,-17
COc1ccc(CN(C)C[C@H]2Oc3ccc(NC(=O)Nc4ccc(C(F)(F)F)cc4)cc3CC(=O)N([C@@H](C)CO)C[C@H]2C)cc1,1
C[C@H]1CN([C@@H](C)CO)C(=O)c2cc(NS(=O)(=O)c3ccc(Cl)cc3)ccc2O[C@@H]1CN(C)Cc1ccc2c(c1)OCO2,-2
CCc1nc(SCC(=O)Nc2cccc(Cl)c2)n[nH]1,-10
C=CCOC(=O)[C@H]1[C@@H]2C(=O)O[C@@H](c3ccccc3)[C@@H](c3ccccc3)N2[C@@H](c2ccc(OCCOC(=O)[C@@H]3C[C@@H]4C(=O)NCC(=O)N4[C@@H]3c3cccc(OCCO)c3)cc2)[C@]12C(=O)Nc1ccc(I)cc12,20
COc1cccc(NC(=O)CSc2nnc(-c3cccc(OC)c3)n2-c2ccc(Cl)cc2)c1,4
C[C@@H]1CN([C@@H](C)CO)C(=O)Cc2cc(NC(=O)Nc3ccc(F)cc3)ccc2O[C@@H]1CN(C)C(=O)Nc1cccc2ccccc12,-3
O=C(CSc1ccc(-c2cccs2)nn1)NCCc1ccccc1,-11
C[C@H]1CN([C@@H](C)CO)C(=O)Cc2cc(NS(=O)(=O)c3cn(C)cn3)ccc2O[C@@H]1CN(C)Cc1ccccc1,8

# (continued)
SMILES,U2OS ROS induce
Cc1ccc(Cl)cc1N1CCN(C(=O)CN2C(=O)COc3ccc(C(C)(C)C)cc32)CC1,12
C[C@@H]1CN([C@@H](C)CO)C(=O)Cc2cc(NC(=O)C3CCCCC3)ccc2O[C@@H]1CN(C)C(=O)Nc1cccc2ccccc12,9
Cc1cc(Cc2c(O)nc(SCc3ccccc3)[nH]c2=O)ccc1OC(C)C,15
Nc1nnc(SCC(=O)Nc2ccc3c(c2)OCCO3)s1,2
Cc1sc2nc3c4ccccc4c(NCCO)nn3c(=O)c2c1C,-1
NC(N)=Nc1nc(-c2ccccc2)c2ccccc2n1,28
CCC(C(=O)N1CCCC1)n1c(C(=O)OC)cc2sccc21 (stereo unspecified),8
CC1=C(C(=O)O)N2C(=O)[C@@H](NC(=O)[C@H](N)c3ccccc3)[C@H]2SC1,-5
Cc1noc(C)c1S(=O)(=O)N(C)C[C@@H]1Oc2ccc(NC(=O)NC(C)C)cc2CC(=O)N([C@@H](C)CO)C[C@@H]1C,10
C[C@H](CO)N1C[C@H](C)[C@H](CN(C)C(=O)Nc2cccc3ccccc23)Oc2ccc(NS(=O)(=O)c3ccc(F)cc3)cc2C1=O,-6
COC(=O)c1nn(-c2ccccc2)c2oc(=O)cc(C)c12,-7
C[C@H](CO)N1C[C@H](C)[C@H](CN(C)S(=O)(=O)c2ccccc2)Oc2ncc(-c3cccc(C(F)(F)F)c3)cc2C1=O,30
Cc1noc(C)c1S(=O)(=O)N(C)C[C@@H]1Oc2c(NC(=O)c3ccc(-c4nccs4)cc3)cccc2C(=O)N([C@H](C)CO)C[C@@H]1C,43
C[C@H](CO)N1C[C@H](C)[C@@H](CN(C)Cc2ccc3c(c2)OCO3)Oc2ccc(NC(=O)C3CC3)cc2C1=O,0
C[C@H]1CN([C@@H](C)CO)C(=O)c2cccc(NC(=O)C3CCOCC3)c2O[C@@H]1CN(C)Cc1ccncc1,1
COc1cc(OC)c(C(O)C(C)O)cc1OC (stereo unspecified),-2
C[C@@H]1CCCCO[C@@H](CN(C)C(=O)Nc2cccc3ccccc23)[C@@H](C)CN([C@H](C)CO)C(=O)c2cc(NS(=O)(=O)c3cccs3)ccc2O1,11
O=C(NC1CCCCC1)N1c2ccccc2CCc2ccccc21,-9
C[C@@H]1CN([C@H](C)CO)C(=O)c2cc(NC(=O)CCN3CCOCC3)ccc2O[C@@H]1CN(C)S(=O)(=O)c1cn(C)cn1,-1
Cc1ccc(-c2csc3ncnc(NCCC(=O)O)c23)cc1,61
Cc1sc2ncnc(SCC(=O)Nc3nsc(-c4ccccc4)n3)c2c1C,-19
O=C(CNS(=O)(=O)c1cc(Cl)ccc1Cl)Nc1ccc(Br)cc1F,-19
Cc1noc(C)c1NC(=O)Nc1ccc2c(c1)C(=O)N([C@H](C)CO)C[C@H](C)[C@@H](CN(C)S(C)(=O)=O)O2,-1
C[C@H](CO)N1C[C@H](C)[C@@H](CN(C)Cc2ccc(Oc3ccccc3)cc2)Oc2ccc(N(C)C)cc2C1=O,13
COc1ccccc1OCC(=O)NC1CCCCC1,-9
CCOc1ccccc1NC(=S)NCc1ccco1,-5
COc1ccc(Cl)cc1NC(=O)COc1ccccc1[N+](=O)[O-],-11
C[C@H](CO)N1C[C@H](C)[C@H](CN(C)S(=O)(=O)c2cccc(F)c2)Oc2ncc(-c3ccccc3)cc2C1=O,14
C[C@@H]1CN([C@@H](C)CO)C(=O)c2cccc(NC(=O)c3ccncc3)c2O[C@@H]1CN(C)S(=O)(=O)c1ccccc1,-1
Cc1nc2ccccc2cc1C(N)=O,-2
Cc1ccc2c(c1)c1c(n2CC(O)Cn2nc(C)c(Br)c2C)CCCC1 (stereo unspecified),7
O=C(c1ccc2c(c1)OCCCO2)N1CCOCC1,-9
c1ccc2c3c([nH]c2c1)[C@H]1C2CCC([C@@H]4CCCN[C@H]24)N1CC3 (stereo partly specified),-8
C[C@H]1CN([C@@H](C)CO)C(=O)c2cccc(NC(=O)Nc3ccc(C(F)(F)F)cc3)c2O[C@@H]1CN(C)Cc1ccc(C(F)(F)F)cc1,12
C[C@@H]1CN([C@H](C)CO)C(=O)Cc2cc(NC(=O)Cc3ccccc3)ccc2O[C@H]1CN(C)Cc1ccc(C(F)(F)F)cc1,6
NS(=O)(=O)c1ccc(NC(=O)CN2C(=O)c3ccccc3C2=O)cc1,-2
Cc1noc(C)c1NC(=O)N(C)C[C@@H]1Oc2ccc(NC(=O)NC(C)C)cc2CC(=O)N([C@@H](C)CO)C[C@@H]1C,-7
C[C@H]1CN([C@@H](C)CO)C(=O)c2cc(NC(=O)Nc3ccc4c(c3)OCO4)ccc2O[C@@H]1CN(C)CC1CCCCC1,7
Cc1noc(C)c1S(=O)(=O)Nc1cccc2c1O[C@@H](CN(C)S(C)(=O)=O)[C@@H](C)CN([C@H](C)CO)C2=O,-5
C/C(=C\CC[C@@H](C)[C@H]1CC[C@@]2(C)C3CC[C@H]4C(C)(C)[C@@H](OC5OC(CO)C(OC6OC(CO)C(O)C(O)C6O)C(O)C5O)CC[C@@]45C[C@@]35CC(O)[C@]12C)C(=O)O (stereo partly specified),1
CSc1nc(N)nc(SCC(=O)Nc2ccc(Cl)cc2)c1C#N,7
C[C@H]1CN([C@@H](C)CO)C(=O)Cc2cc(NC(=O)Cc3ccccc3)ccc2O[C@@H]1CN(C)S(=O)(=O)c1ccc(F)cc1,24
CC(C)NC(=O)N(C)C[C@H]1Oc2c(NC(=O)Nc3ccc(C(F)(F)F)cc3)cccc2C(=O)N([C@@H](C)CO)C[C@H]1C,70
CCN(CC)C(=S)SCc1nc(N)nc(Nc2ccccc2)n1,3
CCCSc1nnc(Cn2c(=O)sc3ccccc32)n1-c1ccccc1,-10
